miR-122 sensor: miR-122 Renilla sensor signal increase in Huh7, primary screen, miR-122 inhibitor project, cell-based, single point, plate reader; activation (reporter increase), % at 12.5 µM; Huh7 miR-122 Renilla luciferase sensor, 48 h; neutral wells = 0, positive control = 100; AID 602342, 2012; actives 0.3% (n = 340,000);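 active = mean replicate activation score at least 90 and every replicate individually at or above 90; inconclusive = only one of the two criteria met; inactive = neither criterion met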;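 note: higher luciferase means less miR-122 activity so hits act as miR-122 inhibitors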
PGC1a acetyl inh: inhibitors of PGC1a acetylation signal, primary screen, cell-based, U2OS, AlphaScreen, inhibitor mode; AlphaScreen anti-acetyl-lysine; with virally co-expressed GCN5 acetyltransferase; inhibition, % at 15.6 µM; actives 0.17% (n = 350,000); AID 651687, 2012;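 active = every replicate shows inhibition of at least 40%; inconclusive = mean inhibition at least 40% but some replicate below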;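 note: 0% = neutral control wells and 100% = positive control wells; some results beyond the cut were filed as inactive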
Cneo AK release: Cryptococcus neoformans cell lysis inducers, primary screen, AK release luminescence, single concentration. C. neoformans lysis, adenylate kinase release luminescence, 4 h; normalised: neutral wells 0, clomiphene wells 100. lysis activity, % at 15 µM. actives 0.2% (n = 360,000);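 active = mean lysis activity across replicates of at least 80%, whatever share of replicates individually reach that level; inactive = mean lysis activity below 80%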
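Material: C. neoformans cells; Schedule: 4 h static compound exposure, 37 °C, read 1 h post-reagent; Measured by: adenylate kinase release luminescence; Read-out: signal increase indicating cell lysis; Controls: Clomiphene as positive lysis control.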
PglD inh: C. jejuni PglD acetyltransferase inhibitors, primary screen, biochemical, DTNB colorimetric, single point. UDP-N-acetylbacillosamine N-acetyltransferase PglD (Campylobacter jejuni). inhibition, % at 12.5 µM. actives 0.098% (n = 360,000). purified PglD enzyme, DTNB colorimetric CoA detection; in the data active = inhibition above about 16%, passing the limit was not always enough; inconclusive = no clear call, values can overlap the other calls; note: strong numbers were not always called active
C2C12 statin: suppressors of statin myotoxicity in C2C12 myotubes, primary screen, cell-based, single point, plate reader; rescue of ATP level, % at 7.49 µM; actives 0.78% (n = 330,000); C2C12 myotubes + simvastatin, ATP luminescence, 48 h; scaled: DMSO 0, geranylgeraniol control 100;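 active = mean ATP rescue above about 67%, or every replicate alone reaching that limit, limit read from the data, passing the limit was not always enough; inconclusive = no clear call, values can overlap the other calls; inactive = mean under the limit and some replicate under it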;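 note: myotubes were challenged with 10 µM simvastatin during compound exposure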
F508del corr: F508del CFTR correction, initial screen, CFBE line, single point | activity (quench increase), % at 7.58 µM | CFBE cells, YFP halide quenching; stimulated with forskolin plus potentiator P3; % fluorescence drop versus neutral controls | actives 0.36% (n = 350,000) | AID 720511, 2013;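 active = mean added fluorescence quench of at least 8% versus neutral control, with both replicates also reaching 8%; inconclusive = only one of the mean or replicate conditions met; inactive = mean below 8% and not both replicates reaching 8%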;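 note: cells transiently co-express mutant CFTR-F508del with the halide-sensitive YFP; corrector assay measuring rescue of mutant channel to the surface after 24 h compound exposure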
GSIS activator: GLuc luminescence reporter in INS-1E cells, primary screen for activators of glucose-dependent secretion of insulin; activation, % at 16.6 µM; actives 0.61% (n = 370,000); INS-1E GLuc reporter insulin secretion, 2-3 h;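 active = lowest replicate activation of at least 40%, so every replicate reaches that level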;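 note: 0% = median of neutral control wells and 100% = median of IBMX positive control wells; some compounds called inactive have numbers as strong as hits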
FN deposition inh: inhibitors of fibronectin matrix deposition, primary screen, AH1F cells, Alexa488-fibronectin fluorescence, plate reader. actives 0.086% (n = 350,000). AID 743247, 2014. AH1F fibroblasts, overnight. inhibition, % at 12.6 µM;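 active = mean inhibition across replicates of 30% or more, regardless of how many single replicates reach that level; inconclusive = mean under 30% yet at least half of replicates reach 30%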;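 note: positive control wells lacked labelled fibronectin entirely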
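test system = AH1F fibroblasts assembling fluorescent fibronectin matrix | quantity = 10000 AH1F cells per well | buffer or medium = DMEM plus 2% serum, read in PBS | doses = single dose, pinned | incubation = 1 h cell attachment, overnight exposure to compound and label | detection = fluorescence at 485 nm excitation, 525 nm emission | read-out basis = inhibition from reduced deposited-fibronectin fluorescence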
* hit, by the source's call; ? = inconclusive; . = no result given; [ ] = remark or other dose.

SMILES	miR-122 sensor	PGC1a acetyl inh	Cneo AK release	PglD inh	C2C12 statin	F508del corr	GSIS activator	FN deposition inh
COCC(=O)Nc1ccc2c(c1)[C@@H]1C[C@H](CC(=O)NCC3CC3)O[C@H](CO)[C@@H]1O2	0.5[16.7 µM]	-2.5	-6.4	0.6	-0.2	1.3	-2.8	7.7
CCN(CC)c1nc2ccccc2nc1C(C#N)C(=O)NCCCOC (stereo not drawn)	-7.6	-9.8	-3.1	2.2	.	.	52.2	.
CCOC(=O)c1cc(C#N)c(SCC(N)=O)[nH]c1=O	1.8	2.8	.	.	17.0	-0.9	-4.9	4.0
N#CCC(=O)Nc1ccc(C(=O)OCC(=O)Nc2sc3c(c2C#N)CCCC3)cc1	-3.3	0.2	3.4	1.6	4.1	0.9	-12.3	0.5
Cc1cc(=O)[nH]c(Sc2c(-c3ccccc3)c3ccccc3[nH]c2=O)n1	-19.5	-5.8	-0.1	-1.3	-4.4	.	.	.
O=C(Nc1ccccc1Cl)c1cc[n+]([O-])cc1	-1.7	.	0.8	-2.2	23.1	-0.6	2.7	-4.3
NC(=O)c1cc([N+](=O)[O-])cc2c1C=Cc1ccccc1O2	-7.0	21.4	-1.3	.	0.0	-5.8	.	6.5
Cc1ccc(-n2nnnc2CNC(=O)C(=O)c2c[nH]c3ccccc23)cc1C	-2.7	-8.1	0.8	0.9	-7.1	0.5	-36.9	-0.5
C[C@@H]1CC[C@]2(C(=O)O[C@@H]3O[C@H](CO)[C@@H](O)[C@H](O)[C@H]3O)CC[C@]3(C)C(=CCC4[C@@]5(C)CC[C@H](O[C@@H]6OC[C@H](O)[C@H](O[C@@H]7O[C@H](CO)[C@@H](O)[C@H](O)[C@H]7O)[C@H]6O)C(C)(C)C5CC[C@]43C)C2[C@]1(C)O (stereo partly drawn)	.	.	6.8	-0.2	-11.5	0.6	1.5	0.7
Cc1cc(C)c(NC(=O)c2ccc3c(c2)C(=O)N(Cc2cccnc2)C3=O)c(C)c1	-0.7	0.8	1.7	-1.4	4.8	-2.3	-2.9	-17.9
Cn1c(=O)n(CC(N)=O)c(=O)c2c1nc(Br)n2Cc1ccccc1	-1.1	.	-2.0	6.5	11.9	-3.0	2.6	0.6
NC(=O)c1ccc(Nc2ccc3nonc3c2[N+](=O)[O-])cc1	-12.0	13.8	-3.7	-0.8	-2.5	2.5	15.1	-13.9
Cc1cnc(CNc2nc3cc(-c4ccccc4C)sc3c(=O)n2C)cn1	-7.8	-5.6	-0.7	-2.9	2.2	1.7	-10.0	6.1
O=C(CC[C@H]1O[C@@H](n2ccc(=O)[nH]c2=O)[C@H](O)[C@@H]1O)N[C@H](Cc1ccccc1)C(=O)NCCCN1CCCC1=O	-3.8	7.7	2.4	-5.2	-2.4	2.1	19.1	8.9
O=C(c1cc([N+](=O)[O-])ccc1N1CCCC1)N1CCCC1	3.2	?	.	.	.	1.2	2.9	4.1
C=CC1=C2C=C(C3CC3)N(CCCN(CC)CC)C=C2C(=O)C(C)(OC(=O)c2ccco2)C1=O (stereo not drawn)	-3.5	-4.5	0.5	-6.9	.	-4.5	8.1	7.2
COCC#Cc1cnc2c(c1)C(=O)N([C@H](C)CO)C[C@H](C)[C@H](CN(C)C(=O)c1cnccn1)O2	-0.9[16.7 µM]	11.2	-0.3	-7.6	-17.0	1.6	23.4	.
O=C(c1cccnc1)N1CCCCN2[C@@H](CO)[C@H](c3ccc(C#Cc4ccccn4)cc3)[C@@H]2C1	-5.0[16.7 µM]	6.6	1.2	-2.7	15.2	-0.1	1.9	.
COC(=O)c1ccc2nc(-c3ccc(C)cc3)c(Cc3ccccc3OC)n2c1	1.1	-9.0	1.0	6.0	-2.9	-4.8	4.8	-1.1
CS(=O)(=O)N(CC(=O)N1CCCC1)Cc1ccc(Cl)c(Cl)c1	-5.1	.	-0.3	-5.6	14.2	2.4	3.7	0.6
C[C@H](CO)N1C[C@H](C)[C@H](CN(C)Cc2ccncc2)OCCCC[C@H](C)Oc2ccc(NS(=O)(=O)c3cccs3)cc2C1=O	4.9[16.7 µM]	-0.8	-1.5	0.2	.	2.8	-3.0	.
CCCCCCCOC1(c2ccccc2)OC(=O)c2ccccc21 (stereo not drawn)	-4.4	-0.3	-0.1	-1.8	13.2	.	-17.2	-3.6
COc1ccc(NC(=O)Nc2ccc3c(c2)[C@H]2C[C@@H](CC(=O)NCCc4ccccc4)O[C@@H](CO)[C@H]2O3)cc1	8.6[16.7 µM]	-6.6	64.8	3.9	-5.6	0.7	-0.5	.
CC1(C)CC(=O)C=C(c2ccc3ncccc3c2)C1	.	.	0.6	2.0	0.4	2.8	.	6.7
COc1cccc(CN2CC(C(=O)N(C)Cc3nc(C)cs3)CCC2=O)c1 (stereo not drawn)	-0.9	-3.1	2.8	7.1	-1.9	5.5	2.8	-12.0
Continuation.
SMILES	miR-122 sensor	PGC1a acetyl inh	Cneo AK release	PglD inh	C2C12 statin	F508del corr	GSIS activator	FN deposition inh
Cc1cc(C)cc(NC(=O)Nc2ccc3ccccc3n2)c1	10.0	0.5	0.2	-0.5	.	1.5	18.2	-6.6
Cc1coc2cc3oc(=O)c(CCC(=O)NCCCn4ccnc4)c(C)c3cc12	-26.3	-10.8	0.4	-0.2	1.1	3.1	-0.1	.
CC1CCN(C(=O)c2[nH]cnc2C(=O)NCC(=O)OCc2ccccc2)CC1	.	.	-0.6	2.5	7.1	0.2	.	0.2
O=C(Nc1nc2ccc([N+](=O)[O-])cc2s1)c1c(F)cccc1F	-7.2	3.8	0.8	-7.6	-11.1	-3.5	-4.5	-1.8
O=c1[nH][nH]c(C(F)(F)F)c1C=NCc1ccc(Cl)cc1	-6.2	-0.4	-0.8	-2.3	3.3	.	.	.
COc1ccc(F)cc1CN1CCN(C(=O)CCC(=O)Nc2nnc(C3CCCCC3)s2)CC1	-6.4	-11.3	-0.9	-5.0	13.9	1.2	2.4	5.6
NC(=O)[C@H]1[C@@H]2C(=O)O[C@@H](c3ccccc3)[C@@H](c3ccccc3)N2[C@@H](c2ccc(O)cc2)[C@]12C(=O)Nc1ccc(C#CCCO)cc12	.	12.4	-1.8	0.9	.	-0.7	.	.
Cc1cccc(NC(=O)C(Cc2ccccc2)c2nn[nH]n2)c1C (stereo not drawn)	-6.8	-4.5	-3.1	-5.6	-7.8	0.0	-5.9	-1.6
CS(=O)(=O)N1CCCCC1c1cc(C(=O)Nc2cccc3c2CCCC3)no1 (stereo not drawn)	1.9	-3.0	0.1	0.7	1.9	2.9	54.1*	-3.6
CCOc1ccc(NC(=O)CCC(=O)NNC(=O)c2ccc(Br)o2)cc1	-1.3	6.6	2.6	0.4	26.0	-0.7	17.4	3.6
CSCCC(c1nnnn1C1CCCC1)N1CCN(C/C=C/c2ccccc2)CC1 (stereo not drawn)	3.7	-0.1	-1.3	6.6	13.2	-1.9	-49.0	-0.2
C[C@@H]1CN([C@H](C)CO)C(=O)Cc2cc(NC(=O)C3CCCCC3)ccc2O[C@H]1CN(C)C(=O)Nc1cccc2ccccc12	0.6[16.7 µM]	-4.7	-0.4	1.3	-20.4	0.0	-1.2	-3.8
Cc1ccc(S(=O)(=O)N2C[C@@H](C)[C@]3(C2)[C@H](O)[C@H](OC(=O)NCc2ccccc2)C[C@H]2C(=O)N(c4ccccc4)C(=O)[C@H]23)cc1	-0.3	-4.2	-0.6	-2.9	-3.6	-2.3	-9.8	1.5
CN(Cc1ccccc1)C(=O)c1[nH]cnc1C(=O)NCCCCCNC(=O)OC(C)(C)C	.	.	-4.8	-0.8	-14.8	0.9	.	-1.1
Cc1c(CC(=O)N2CCC(C(N)=O)CC2)c(=O)oc2cc3c(cc12)CCC1(CCCCC1)O3	-1.8	-8.4	-1.3	0.6	-2.4	-1.3	.	.
O=C(C[C@@H]1CC[C@@H]2[C@H](COC[C@H](O)CN2C(=O)Nc2ccc(Cl)cc2)O1)NCC1CCCCC1	-3.5[16.7 µM]	-4.7	-2.8	-5.5	-38.6	1.2	-29.0	-13.8
COc1ccc2c(CN3CCN(c4ccc(Cl)c(Cl)c4)CC3)cc(=O)oc2c1	-2.7	3.5	-0.2	3.9	-7.3	6.5	1.1	-2.1
CCN1C(=O)/C(=C/c2cn(-c3ccccc3)nc2-c2cccnc2)SC1=S	-13.6	1.5	-0.7	6.4	-1.0	1.0	6.8	0.3
COc1ccc(OCCCC(=O)Nc2ncn[nH]2)cc1	.	3.5	.	.	.	4.4	-1.6	-1.7
Cc1cccc(S(=O)(=O)N2CC[C@@H]3[C@H]2c2cc(C4=CCCCC4)ccc2N[C@@H]3CO)c1	-15.2[16.7 µM]	-6.0	-17.7	-3.1	-1.5	1.4	3.0	4.8
O=c1c2[nH]c3ccccc3c2ncn1CCC1=CCCCC1	1.1	4.5	-14.1	-4.4	-6.9	.	.	-0.8
COCCCNC(=O)c1cn(Cc2c(F)cccc2Cl)nn1	-6.3	-2.9	0.3	-0.9	5.7	.	.	-3.0
FC(F)(F)c1ccc(/C=N/N2CCN(Cc3ccccc3)CC2)cc1	.	.	2.5	0.4	.	.	-19.1	-2.6
CO[C@@H]1CN(C)C(=O)c2cc(NC(=O)C3CCOCC3)ccc2OC[C@@H](C)NC[C@@H]1C	27.3[16.7 µM]	3.3	-4.9	-0.2	9.5	-0.4	-6.6	-3.0
O=C(O)C1SCCN1S(=O)(=O)c1ccc(N=NN2CCOCC2)cc1 (stereo not drawn)	.	7.6	.	.	.	0.1	6.7	-10.2
CC1(C(=O)NS(=O)(=O)c2cccc(C#N)c2)CCN1C(=O)Cc1ccccc1Cl (stereo not drawn)	.	.	3.4	-1.1	-7.9	-0.6	.	6.0
CCS(=O)(=O)Nc1ccc2c(c1)C(=O)N(C)C[C@@H](OC)[C@H](C)CN(Cc1ccccn1)[C@@H](C)CO2	.	?	0.5	-0.1	-4.9	0.3	2.9	9.1
CC(C)NC(=O)N(C)C[C@H]1Oc2ccc(N(C)C)cc2C(=O)N([C@H](C)CO)C[C@H]1C	-3.3[16.7 µM]	-9.0	-0.2	3.3	40.6	1.3	1.4	0.3
CC1=C(C(=O)OC(C)C)C(c2cccc([N+](=O)[O-])c2)n2c(cc(=O)[nH]c2=S)N1 (stereo not drawn)	-4.4	-0.6	1.5	1.0	.	2.6	6.2	-1.5

High-throughput results: PubChem BioAssay, Broad Institute
